Screening results deposited in PubChem by The Scripps Research Institute Molecular Screening Center.
LEDGF integ inh = blocks HIV-1 LEDGF/p75-dependent DNA integration; 370,000 tested, 0.64% active; TR-FRET IN-LEDGF/p75 DNA integration, Eu/Cy5; AID 743269; inhibition, % at 3.7 µM;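 active = inhibition above the screen-wide mean plus 3 SD, cut at about 13% in these data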;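 also: signal is the Cy5 over europium emission ratio at 671 and 618 nm; 0% = plate median of compound wells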
PRMT1 FP inh = inhibitors of human PRMT1; Q99873; recombinant PRMT1, activity-based probe fluorescence polarization; inhibition, % at 2.79 µM; 370,000 tested, 1.3% active; AID 652257;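 active = inhibition above about 21% made by adding two undisclosed values, limit read from the data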
Target sequence (Q99873 whole entry, looked up): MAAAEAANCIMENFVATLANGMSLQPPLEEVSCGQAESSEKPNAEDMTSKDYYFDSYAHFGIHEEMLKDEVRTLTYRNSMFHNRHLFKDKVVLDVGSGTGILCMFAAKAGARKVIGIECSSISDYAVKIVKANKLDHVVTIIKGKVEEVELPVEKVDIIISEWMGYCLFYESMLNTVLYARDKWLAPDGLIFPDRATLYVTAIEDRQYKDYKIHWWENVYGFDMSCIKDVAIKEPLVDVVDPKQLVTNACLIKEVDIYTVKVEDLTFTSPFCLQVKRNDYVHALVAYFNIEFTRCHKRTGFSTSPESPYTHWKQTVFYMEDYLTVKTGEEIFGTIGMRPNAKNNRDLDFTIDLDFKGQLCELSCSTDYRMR
HTRA1 inhibitor = blocks human HTRA1 serine peptidase. recombinant HTRA1, FP-rhodamine activity-based probe, fluorescence polarization. inhibition, % at 5.96 µM. 340,000 tested, 0.5% active. AID 504803; in the data active = inhibition above about 36%;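 also: 0% = enzyme with DMSO and 100% = wells lacking enzyme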
PG9 binder = binds the HIV-1 gp120 antibody PG9; TR-FRET gp120-PG9 antibody binding; inhibition, % at 6.7 µM; 360,000 tested, 0.43% active; in the data active = inhibition above about 8.5%
TCR-CD3 inh = blocks the human TCR-CD3 interaction | TAMRA-labeled TCR probe fluorescence, biochemical | inhibition, % at 9.4 µM | 360,000 tested, 0.37% active | AID 651800; in the data active = inhibition above about 19%;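 also: recombinant mutant TCR 2C K166C tagged with TAMRA read by polarization; 0% = receptor in buffer alone and 100% = receptor with positive control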
mABHD4 FP = inhibits mouse alpha/beta hydrolase domain 4; Q8VD66; purified mABHD4, FP-Rh probe fluorescence polarization; inhibition, % at 8.92 µM; 370,000 tested, 0.54% active; AID 720543;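 active = inhibition exceeding the mean over every tested compound plus 3 SD, cut at about 30% in these data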;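 also: 0% = plate median of compound wells and 100% = S159A mutant with DMSO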
Target sequence (Q8VD66 whole entry, looked up, the tested form may be a part): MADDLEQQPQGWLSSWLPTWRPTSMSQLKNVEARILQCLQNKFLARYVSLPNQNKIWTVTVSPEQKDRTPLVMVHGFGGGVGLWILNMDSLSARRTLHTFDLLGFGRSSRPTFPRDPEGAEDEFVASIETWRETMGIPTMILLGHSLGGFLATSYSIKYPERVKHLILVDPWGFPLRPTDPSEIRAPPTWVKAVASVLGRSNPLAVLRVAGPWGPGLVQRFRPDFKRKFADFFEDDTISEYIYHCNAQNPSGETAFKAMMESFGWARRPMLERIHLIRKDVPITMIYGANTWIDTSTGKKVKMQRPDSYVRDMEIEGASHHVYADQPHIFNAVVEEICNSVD
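Test system: mABHD4 protein; Read-out basis: % inhibition; Incubation: 45 min + 60 min at 25 °C; Repeats: single replicate; Technique: fluorescence polarization with parallel and perpendicular emission, 525/598 nm; Compound: 8.92 µM, single dose; Benchmarks: full inhibition S159A mutant plus DMSO, zero as sample-well median.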
UHRF1 binding = human UHRF1 methylated DNA binding inhibitors | 370,000 tested, 0.75% active | UHRF1 binding to methylated oligo, TR-FRET | inhibition, % at 4.4 µM; in the data active = inhibition above about 21%;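 also: UHRF1 SRA domain binding a hemimethylated CpG hairpin DNA probe; 0% = median of test compound wells and 100% = reference inhibitor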
DDE Tn7 FP inh = disrupts Tn7 cyclic peptide binding to fibrin D-Dimer-E complex | P02675 | FP displacement of FITC-Tn7 peptide from fibrin DD(E); 0% = median of compound wells per plate | inhibition, % at 8.3 µM | 370,000 tested, 0.13% active | AID 720508;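 active = inhibition above the mean of compounds falling within the control limits plus 3 SD of them, cut at about 14% in these data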;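 also: 0% = plate median of compound wells and 100% = 10 µM Aha-Tn7 peptide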
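assay system = human clot-derived fibrin DD(E) complex | quantity = Fibrin-DD(E) at 2 µM final | timing = 10 min preincubation, 3 h with tracer, room temperature | signal = fluorescence polarization | measure = percent inhibition | benchmarks = high control wells with 10 µM unlabelled Aha-Tn7 peptide (full inhibition) | replicates = singlicate testing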
SIAE primary = human SIAE inhibition, primary screen; Q9HAT2; SIAE FP-Rh probe binding, fluorescence polarization; inhibition, % at 9.66 µM; 370,000 tested, 0.69% active; AID 1053197;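 active = inhibition above a cutoff: mean of compounds within the control limits plus 3 SD of those, cut at about 17% in these data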;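 also: 0% = plate median of compound wells and 100% = probe without SIAE protein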
TDP2 absorb = TDP2 (human) inhibition, absorbance primary screen | AID 720702 | 370,000 tested, 0.34% active | recombinant TDP2, T5PNP hydrolysis, p-nitrophenol absorbance 415 nm | inhibition, % at 12.8 µM;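 active = inhibition above the mean of all tested compounds plus 3 SD, set per campaign, cut at about 25% in these data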;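 also: 0% = DMSO with enzyme and 100% = buffer with substrate but no TDP2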
Target sequence (O95551 whole entry, looked up): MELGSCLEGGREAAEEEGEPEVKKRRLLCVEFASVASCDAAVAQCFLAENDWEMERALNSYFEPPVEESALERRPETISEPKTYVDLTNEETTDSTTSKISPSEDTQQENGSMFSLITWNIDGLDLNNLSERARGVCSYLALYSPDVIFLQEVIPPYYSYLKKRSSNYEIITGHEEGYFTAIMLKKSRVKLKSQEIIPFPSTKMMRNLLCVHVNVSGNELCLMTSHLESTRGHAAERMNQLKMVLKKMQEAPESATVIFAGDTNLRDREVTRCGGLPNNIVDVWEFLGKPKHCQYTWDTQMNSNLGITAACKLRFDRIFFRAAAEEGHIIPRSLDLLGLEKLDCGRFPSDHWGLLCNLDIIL
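System: recombinant human TDP2 / Amount: 120 nM TDP2 per well / Also added: 5 mM T5PNP chromogenic substrate / Doses: 12.8 µM single point, 1% DMSO / Incubation: 2 h at 37 °C / Detection: p-Nitrophenol epi absorbance / Evaluation: % inhibition relative to enzyme-containing and enzyme-free wells / Repeats: singlicate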
Numbers without * were called inactive.

How did CC(OC(=O)Cn1[nH]c(=O)c2ccccc2c1=O)C(=O)Nc1ccc(F)cc1Cl (centres undefined) do in these assays?
LEDGF integ inh: 7.4; PRMT1 FP inh: -1.4; HTRA1 inhibitor: -4.0; PG9 binder: -1.9; TCR-CD3 inh: 11.8; mABHD4 FP: 2.4; UHRF1 binding: 49.8*; DDE Tn7 FP inh: -3.5; SIAE primary: -2.4; TDP2 absorb: 11.4

Results for Cc1nc2ccc([N+](=O)[O-])cc2c(=O)n1Cc1ccc(Br)cc1 ?
LEDGF integ inh: 3.5; PRMT1 FP inh: 1.4; HTRA1 inhibitor: 1.1; PG9 binder: -2.4; TCR-CD3 inh: 13.6; mABHD4 FP: -0.6; UHRF1 binding: 0.3; DDE Tn7 FP inh: -9.6; SIAE primary: -3.0; TDP2 absorb: -3.4

What do the screens show for `Fc1ccccc1C(c1nnnn1Cc1ccc2c(c1)OCO2)N1CCN(Cc2ccccc2)CC1` (centres undefined)?
LEDGF integ inh: -1.9; PRMT1 FP inh: -5.2; HTRA1 inhibitor: -13.1; PG9 binder: -0.8; TCR-CD3 inh: 0.1; mABHD4 FP: -3.8; UHRF1 binding: 0.3; DDE Tn7 FP inh: 3.0; SIAE primary: -2.5; TDP2 absorb: -5.1

Results for CCCCN(CC)Cc1c(O)ccc2c3c(c(=O)oc12)CCC3 ?
LEDGF integ inh: 2.1; PRMT1 FP inh: 9.3; HTRA1 inhibitor: 11.1; PG9 binder: 1.4; TCR-CD3 inh: -4.0; mABHD4 FP: -6.3; UHRF1 binding: 1.5; DDE Tn7 FP inh: -2.7; SIAE primary: 1.4; TDP2 absorb: -13.2

Results for Cc1ccc(S(=O)(=O)NC(CCCNC(=O)OCc2ccccc2)C(=O)O)cc1 (centres undefined) ?
LEDGF integ inh: -0.5; PRMT1 FP inh: 7.4; PG9 binder: 0.7; TCR-CD3 inh: -5.5; mABHD4 FP: -5.7; UHRF1 binding: 4.1; DDE Tn7 FP inh: 5.2; SIAE primary: -5.5; TDP2 absorb: 0.1

Results for CC(NC(=O)c1ccco1)c1ccc2c(c1)OCCO2 (centres undefined) ?
LEDGF integ inh: -0.3; PRMT1 FP inh: -2.4; HTRA1 inhibitor: 2.0; PG9 binder: -1.2; TCR-CD3 inh: 0.1; mABHD4 FP: 2.1; UHRF1 binding: 1.8; DDE Tn7 FP inh: 6.3; SIAE primary: -2.8; TDP2 absorb: 8.8

What do the screens show for `CCCCN(C(=O)c1ccc(C)cc1)c1c(N)n(CCC)c(=O)[nH]c1=O`?
LEDGF integ inh: 2.2; PRMT1 FP inh: -4.2; HTRA1 inhibitor: 4.9; PG9 binder: 3.7; TCR-CD3 inh: 10.5; mABHD4 FP: 6.5; UHRF1 binding: -1.8; DDE Tn7 FP inh: 6.4; SIAE primary: 0.1; TDP2 absorb: 4.6

Results for Cn1c(SCC(=O)NC(=O)NCc2ccccc2)nnc1C(F)(F)F ?
LEDGF integ inh: -4.7; PRMT1 FP inh: 6.3; HTRA1 inhibitor: -0.4; PG9 binder: 1.1; TCR-CD3 inh: -1.4; mABHD4 FP: 5.5; UHRF1 binding: -2.1; DDE Tn7 FP inh: 3.3; SIAE primary: -0.4; TDP2 absorb: 8.1

How did CCCNS(=O)(=O)c1ccc(CCC(=O)Nc2ccc3c(c2)OCCO3)cc1 do in these assays?
LEDGF integ inh: 0.2; PRMT1 FP inh: 2.2; HTRA1 inhibitor: -0.3; PG9 binder: -0.1; TCR-CD3 inh: -3.3; mABHD4 FP: -5.8; UHRF1 binding: 0.6; DDE Tn7 FP inh: -7.0; SIAE primary: 15.3; TDP2 absorb: -6.7

Results for C[C@@H]1ON(C)[C@H]2C[C@H]3c4[nH]c5c(-c6ccccc6)cccc5c4CCN3C(=O)[C@@H]12 ?
LEDGF integ inh: -3.3; PRMT1 FP inh: 1.7; PG9 binder: -2.3; TCR-CD3 inh: -2.5; mABHD4 FP: 7.4; UHRF1 binding: -1.1; DDE Tn7 FP inh: -7.2; SIAE primary: 1.9; TDP2 absorb: -5.2

Results for CN1CCN(S(=O)(=O)c2ccc(NC(=S)NC(=O)C3CC3)cc2)CC1 ?
LEDGF integ inh: 0.3; PRMT1 FP inh: 0.1; HTRA1 inhibitor: 0.7; PG9 binder: -0.5; TCR-CD3 inh: -6.3; mABHD4 FP: -7.7; UHRF1 binding: 0.3; DDE Tn7 FP inh: 8.0; SIAE primary: 0.8; TDP2 absorb: -1.0

How did Cc1cc(C)nc(N2CCC(C(=O)NNC(=O)c3ccccc3)CC2)n1 do in these assays?
LEDGF integ inh: -7.5; PRMT1 FP inh: 1.2; HTRA1 inhibitor: -6.1; PG9 binder: -0.2; TCR-CD3 inh: -8.6; mABHD4 FP: 3.9; UHRF1 binding: -1.3; DDE Tn7 FP inh: -4.1; SIAE primary: -1.2; TDP2 absorb: -0.8

How did N#CC1=C(SCc2ccccc2Cl)NC(=O)C(C(N)=O)C1 (centres undefined) do in these assays?
LEDGF integ inh: -4.3; PRMT1 FP inh: -2.2; HTRA1 inhibitor: 3.3; PG9 binder: -1.7; TCR-CD3 inh: -0.2; mABHD4 FP: 0.3; UHRF1 binding: -4.2; DDE Tn7 FP inh: -3.0; SIAE primary: 7.0; TDP2 absorb: 5.6

What do the screens show for `CCC(C)n1c(SCC(=O)Nc2cc(C(C)(C)C)nn2-c2ccccc2)nc2ccccc2c1=O` (centres undefined)?
LEDGF integ inh: -5.0; PRMT1 FP inh: 0.1; HTRA1 inhibitor: -24.1; PG9 binder: -1.0; TCR-CD3 inh: 3.9; mABHD4 FP: -1.9; UHRF1 binding: 4.5; DDE Tn7 FP inh: 3.4; SIAE primary: -4.6; TDP2 absorb: -5.5

Results for Cc1ccc2oc(=O)c3cnn(CC(=O)NCCN4CCOCC4)c3c2c1 ?
LEDGF integ inh: -1.9; PRMT1 FP inh: -2.7; HTRA1 inhibitor: 5.8; PG9 binder: -0.6; TCR-CD3 inh: 0.5; mABHD4 FP: 3.8; UHRF1 binding: 0.2; DDE Tn7 FP inh: 0.9; SIAE primary: -0.5; TDP2 absorb: 0.1

Overlap with the part before: 2 entries, followed by the next part.
What do the screens show for `CCC(C)n1c(SCC(=O)Nc2cc(C(C)(C)C)nn2-c2ccccc2)nc2ccccc2c1=O` (centres undefined)?
LEDGF integ inh: -5.0; PRMT1 FP inh: 0.1; HTRA1 inhibitor: -24.1; PG9 binder: -1.0; TCR-CD3 inh: 3.9; mABHD4 FP: -1.9; UHRF1 binding: 4.5; DDE Tn7 FP inh: 3.4; SIAE primary: -4.6; TDP2 absorb: -5.5

Results for Cc1ccc2oc(=O)c3cnn(CC(=O)NCCN4CCOCC4)c3c2c1 ?
LEDGF integ inh: -1.9; PRMT1 FP inh: -2.7; HTRA1 inhibitor: 5.8; PG9 binder: -0.6; TCR-CD3 inh: 0.5; mABHD4 FP: 3.8; UHRF1 binding: 0.2; DDE Tn7 FP inh: 0.9; SIAE primary: -0.5; TDP2 absorb: 0.1

What do the screens show for `COC(=O)COc1ccc(/C=N/NS(=O)(=O)c2ccccc2)cc1`?
LEDGF integ inh: 2.5; PRMT1 FP inh: -0.8; HTRA1 inhibitor: -5.0; PG9 binder: -3.7; TCR-CD3 inh: -11.6; mABHD4 FP: -0.8; UHRF1 binding: 0.7; DDE Tn7 FP inh: 8.4; SIAE primary: 2.6; TDP2 absorb: -8.2

How did CC1(C)CC(=O)C(C=NCCN2CCN(CCCCS(=O)(=O)O)CC2)=C(O)C1 do in these assays?
LEDGF integ inh: -1.0; PRMT1 FP inh: -1.6; HTRA1 inhibitor: 4.4; PG9 binder: 1.2; TCR-CD3 inh: 5.9; mABHD4 FP: 2.6; UHRF1 binding: -4.9; DDE Tn7 FP inh: 3.9; SIAE primary: 1.8; TDP2 absorb: -12.8

Results for Cc1ccc2cc(C3CC(c4ccco4)=NN3S(C)(=O)=O)c(Cl)nc2c1 (centres undefined) ?
LEDGF integ inh: 3.3; PRMT1 FP inh: -2.1; HTRA1 inhibitor: -2.4; PG9 binder: -0.6; TCR-CD3 inh: 6.3; mABHD4 FP: 3.1; UHRF1 binding: 12.8; DDE Tn7 FP inh: 0.1; SIAE primary: -2.4; TDP2 absorb: 0.2

Results for CC(=O)c1cccc(CN2CCCC(C(=O)Nc3cccc(-n4cccn4)c3)C2)c1 (centres undefined) ?
LEDGF integ inh: 2.8; PRMT1 FP inh: 21.6*; HTRA1 inhibitor: 1.4; PG9 binder: -0.2; TCR-CD3 inh: -0.6; mABHD4 FP: -10.9; UHRF1 binding: 5.2; DDE Tn7 FP inh: -5.5; SIAE primary: 1.3; TDP2 absorb: -13.2

What do the screens show for `O=C(NNC1=NCCCCC1)c1ccccc1`?
LEDGF integ inh: 0.2; PRMT1 FP inh: -1.7; HTRA1 inhibitor: 5.5; PG9 binder: 1.2; TCR-CD3 inh: 0.5; mABHD4 FP: -1.3; UHRF1 binding: 3.5; DDE Tn7 FP inh: -5.0; SIAE primary: -1.5; TDP2 absorb: 2.6

How did COCCn1c(SCC(=O)NCc2ccco2)nnc1-c1c[nH]c2ccccc12 do in these assays?
LEDGF integ inh: -1.0; PRMT1 FP inh: -0.8; HTRA1 inhibitor: 1.1; PG9 binder: -0.1; TCR-CD3 inh: 6.3; mABHD4 FP: -2.2; UHRF1 binding: -1.8; DDE Tn7 FP inh: -1.8; SIAE primary: -6.0; TDP2 absorb: 0.9

What do the screens show for `COc1cc(Cl)ccc1OC1(C)CCN(Cc2ccc(-c3ccccn3)cc2)C1` (centres undefined)?
LEDGF integ inh: 0.7; PRMT1 FP inh: 5.0; PG9 binder: -0.1; TCR-CD3 inh: 1.4; mABHD4 FP: 2.5; UHRF1 binding: 0.5; DDE Tn7 FP inh: -1.2; SIAE primary: 2.0; TDP2 absorb: 7.1

Results for Cc1ccc(/C(O)=C2\C(=O)C(=O)N(CC(C)O)C2c2cccc(F)c2)cc1 (centres undefined) ?
LEDGF integ inh: 0.7; PRMT1 FP inh: 1.9; HTRA1 inhibitor: -1.8; PG9 binder: 4.7; TCR-CD3 inh: 5.3; mABHD4 FP: 0.0; UHRF1 binding: -3.1; DDE Tn7 FP inh: -0.8; SIAE primary: -1.1; TDP2 absorb: 4.3

How did Cc1cc(C)cc(NC(=S)NCCN2CCOCC2)c1 do in these assays?
LEDGF integ inh: 0.5; PRMT1 FP inh: -4.2; HTRA1 inhibitor: -5.9; PG9 binder: 0.5; TCR-CD3 inh: 5.2; mABHD4 FP: 7.8; UHRF1 binding: -0.8; DDE Tn7 FP inh: 4.1; SIAE primary: -2.7; TDP2 absorb: -1.0
